# TDP1 inh = qHTS Assay for Inhibitors of Tyrosyl-DNA Phosphodiesterase (TDP1); recombinant TDP1, AlphaScreen DNA substrate cleavage; Potency, µM (top dose mostly 130 µM), for the others: top-dose activity change, negative = inhibition, most hits filed as inhibitors; actives 0.28% (n = 350,000); note: nearly all actives have a fitted effect of over 40% in size
# Target sequence (Q9NUW8 whole entry, looked up): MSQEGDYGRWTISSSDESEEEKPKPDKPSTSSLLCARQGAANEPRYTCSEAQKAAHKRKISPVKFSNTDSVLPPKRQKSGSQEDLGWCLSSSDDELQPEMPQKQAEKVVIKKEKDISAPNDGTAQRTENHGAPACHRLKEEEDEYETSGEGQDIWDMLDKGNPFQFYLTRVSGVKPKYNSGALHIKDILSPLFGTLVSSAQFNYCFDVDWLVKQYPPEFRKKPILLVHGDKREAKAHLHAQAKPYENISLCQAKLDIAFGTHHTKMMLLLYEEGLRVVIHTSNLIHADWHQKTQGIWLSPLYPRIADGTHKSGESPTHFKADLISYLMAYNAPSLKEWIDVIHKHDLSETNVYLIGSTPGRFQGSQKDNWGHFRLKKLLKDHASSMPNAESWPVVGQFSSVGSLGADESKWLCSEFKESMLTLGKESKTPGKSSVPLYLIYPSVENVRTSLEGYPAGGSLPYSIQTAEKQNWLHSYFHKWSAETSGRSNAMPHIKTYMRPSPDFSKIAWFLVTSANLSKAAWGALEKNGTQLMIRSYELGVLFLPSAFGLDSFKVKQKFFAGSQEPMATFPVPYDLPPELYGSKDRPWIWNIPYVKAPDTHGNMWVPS
#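 Compounds were preincubated with Tdp1 (1 nM final) for 15 min at room temperature before substrate (15 nM final) started a 5 min reaction; beads (10 ug/ml final) were then added for 10 min before AlphaScreen detection.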
# FEN1 inhibitor = qHTS Assay for the Inhibitors of Human Flap endonuclease 1 (FEN1); P39748; Recombinant FEN1 flap cleavage, fluorescence, 15 min; Potency, µM (doses to about 114 µM), for the others: top-dose activity change, negative = inhibition, hits mostly inhibitors; actives 0.35% (n = 390,000); AID 588795, 2011; note: nearly all actives have a fitted effect of over 65% in size
# Target sequence (P39748 whole entry, looked up): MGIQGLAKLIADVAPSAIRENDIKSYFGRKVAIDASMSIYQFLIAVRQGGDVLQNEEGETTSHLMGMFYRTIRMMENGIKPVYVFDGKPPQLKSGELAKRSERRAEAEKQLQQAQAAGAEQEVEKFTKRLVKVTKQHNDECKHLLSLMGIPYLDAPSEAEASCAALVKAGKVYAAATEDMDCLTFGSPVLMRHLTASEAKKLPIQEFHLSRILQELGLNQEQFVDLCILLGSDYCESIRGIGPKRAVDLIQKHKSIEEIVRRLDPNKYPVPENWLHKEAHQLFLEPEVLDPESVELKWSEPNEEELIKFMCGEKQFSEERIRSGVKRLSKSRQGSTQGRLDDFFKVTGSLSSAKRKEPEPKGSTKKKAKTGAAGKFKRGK
#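 Concentration–response screening of FEN1 (10 nM): 15 min compound preincubation at room temperature, reaction started with 50 nM substrate and read at 0 and 15 min. Corrected, normalized data were fitted by a four-parameter Hill equation.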
# N370S GC = qHTS Assay for Inhibitors and Activators of N370S glucocerebrosidase as a Potential Chaperone Treatment of Gaucher Disease. actives 0.092% (n = 330,000). Potency, µM (titrated, usually from 59.4 µM), for inactives: top-dose activity change, negative = inhibition, most hits filed as inhibitors. N370S GC spleen homogenate, 4MU-glucoside fluorescence. AID 2101, 2009. Lysosomal acid glucosylceramidase (Homo sapiens), P04062;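 note: 0% = full enzyme activity and -100% = no enzyme basal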
# * hit, by the source's call; ? = inconclusive; nt = not tested or not shown; & = joins results of further samples; [ ] = remark or other dose. Calls come from the whole dose curve; as a rule, active = well fitted curve in the direction sought with a large enough effect; inconclusive = small, poorly fitted or top-dose-only effect, or another doubt; inactive = no such curve, though single readings can be large; an effect the other way counts as inactive or inconclusive. Unless noted, % is set by controls: 0 for no effect and ±100 for the full control effect; potency is the fitted concentration of half-maximal effect.
# Every second line gives: TDP1 inh, N370S GC, FEN1 inhibitor
- CC(=O)c1ccc(NC(=S)N2CCC(Cc3ccccc3)CC2)cc1
 : 4%, 17%, -13%
- COc1ccc(-c2ccc(-c3noc(-c4ccc(OC)c(OC)c4)n3)c(OC)n2)cc1
 : -1%, 1%, nt
- COc1ccc(C(C)n2c(C)c3c(C)nnc(C)c3c2C)cc1 (stereo not given)
 : 6%&10%, -22%, -12%&-9%
- CCC(=O)Nc1nc(-c2ccccc2)ns1
 : 2%, 0%, 11%
- Cc1nn(-c2ccccc2)c(N)c1N=Nc1ccc(Cl)cc1
 : 3%, 16%, -4%
- Cc1c(C(=O)O)[nH]c2ccc([N+](=O)[O-])cc12
 : -5%, 3%, 2%
- CN(c1ncnc2onc(-c3cccc(Cl)c3)c12)C1CCCCC1
 : 4%, nt, 5%
- CCOCC(O)CS(=O)Cc1ccccc1 (stereo not given)
 : 0%, -6%, 0%
- CN1CCC(N(C)C(=O)c2ccc(Cl)c(S(=O)(=O)Nc3cc(Cl)ccc3Cl)c2)CC1
 : 3%, nt, 17%
- Cc1ccc(NC(=O)Cn2cnc3sc(C(=O)O)c(C)c3c2=O)cc1Cl
 : 2%[12.3 µM], nt, -8%
- CC(NCc1cccs1)C(=O)NC1CCCCC1 (stereo not given)
 : -6%, -8%, 14%
- O=C(CN1CCN(Cc2ccccc2)CC1)NC(=O)NCc1ccco1
 : 0%, 0%, 0%
- Nc1nn(-c2cccc(F)n2)cc1-c1ccccc1
 : 1%, 20%, 1%
- COc1ccc(-c2cc(C(F)(F)F)n3nc(C)cc3n2)cc1
 : 2%, 5%, -1%
- CC1Cc2ccccc2N1C(=O)c1ccc2nccnc2c1 (stereo not given)
 : 3%, 1%, 3%
- Cc1cc(C)n(-c2nc(N(c3ccccc3)c3ccccc3)nc(-n3nc(C)cc3C)n2)n1
 : 5%, 4%, -23%
- COc1cc(OC)cc(-c2nnc(SCC(=O)N3CCCCC3)o2)c1
 : -1%, -9%, -10%
- OCCCNC(=S)Nc1ccc(Nc2ccccc2)cc1
 : -3%, -15%, 4%
- Cc1ccc(N2C(=O)c3n[nH]c(C)c3C2c2ccc(Cl)cc2)cc1 (stereo not given)
 : 2%, nt, -11%
- COc1ccc(Cc2nc3ccc(C(=O)NC(C)c4cn(C)nc4C)cc3o2)cc1 (stereo not given)
 : 2%, -4%, -11%
- COCCCn1c(CCC(=O)O)ccc1-c1ccc(F)cc1
 : 3%, ?, 1%
- CC12CCC(c3nnc(SCC(=O)Nc4cccc5ccccc45)nc31)C2(C)C (stereo not given)
 : 2%, nt, 14%
- CC(NC(=O)COC(=O)c1ccc[nH]c1=O)c1ccccc1 (stereo not given)
 : 3%, nt, -5%
- O=C(CN1C(=O)c2ccccc2S1(=O)=O)Nc1ccccc1
 : 2%, -16%, -2%
- CC(=O)c1cc(C#N)c(SCC(=O)OC(C)C)nc1C
 : 0%, -1%, -4%
- O=C(CNC(=O)C1CCCCC1)Nc1cc(Cl)cc(Cl)c1
 : -3%, 4%, -3%
- O=C(Nc1ccc(F)cc1)NC1CCCCCCC1
 : 2%[56.1 µM], 6%, -2%
- COC(=O)C1=C(C)OC(N)=C(C#N)C1C1CCCCC1 (stereo not given)
 : 0%, 8%, -7%
- CCOc1ccc(NC(=O)CN(C)C(=O)c2ccccc2OCc2cccc(C)c2)cc1OCC
 : -1%, nt, -9%
- O=C1c2ccccc2NC(c2ccccc2O)N1NS(=O)(=O)c1ccccc1 (stereo not given)
 : 6%, 0%, -20%
- c1ccc(Cc2nnc3sc(-c4ccncc4)nn23)cc1
 : 6%, -1%, -6%
- CN(C)c1ccc(-c2ccc3c(=O)c4ccccc4n(C)c3c2)cn1
 : nt, 4%, -13%
- C=CCN(c1cccc(C(F)(F)F)c1)S(=O)(=O)c1cccc(C(=O)OCC(=O)NCCC)c1
 : 5%, -7%, 0%
- O=C(CN1CCN(S(=O)(=O)c2ccc(Br)cc2)CC1)N/N=C/c1ccc(Br)s1
 : 0%, -10%, -9%
- CC(C)(C)c1nc(-c2ccccc2)nc2c1OCCC2
 : nt, 11%, 4%
- COc1ccc(-n2c(=S)[nH]c3sc4c(c3c2=O)CCc2ccccc2-4)cc1
 : 5%, 8%, nt
- CCCCCC#CC[C@@H](O)/C=C/C=C/C=C\[C@@H](O)CCCC(=O)O
 : 4%, -1%, nt
- COc1ccc(NC(=O)Cn2nnc(C(=O)NCc3ccccc3Cl)c2N)cc1Cl
 : -8%, nt, 0%
- O=C(CNC(=O)c1cccs1)NCC(=O)OCc1c(Cl)cccc1Cl
 : 0%, -2%, 2%
- Cc1cc(NC(=O)c2ccc(F)cc2)ccc1NC(=O)c1ccco1
 : 1%, -6%, 9%
- COc1cccc(C2C(C(=O)c3cccs3)=C(O)C(=O)N2c2cc(C)on2)c1 (stereo not given)
 : 1%, 4%, -3%
- COc1cccc(-n2nc(-c3ccnn3-c3ccc(F)cc3)c(=O)n(C)c2=O)c1
 : 4%, 5%, -6%
- Cc1ccc(-n2c(=O)c3cccnc3n2CC(=O)Nc2cccc(C)c2C)cc1
 : -3%, nt, -4%
- Cc1c(O)c(=O)ccn1Cc1ccccc1
 : 7%[21 µM], -1%[12.8 µM], -2%
- O=C(CCn1c(=O)oc2ccccc21)Nc1ccc2c(c1)OCCO2
 : nt, -15%, -6%
- O=c1cc(CN2CCC3(CC2)OCCO3)c2c(ccc3ccccc32)o1
 : 3%, -4%, -17%
- CN(C)c1ccc(CNC(=O)C2CCN(C(=O)c3ccc(-n4ccc5ccccc54)s3)CC2)cc1
 : 13%, nt, 0%
- O=C(COC(=O)CNC(=O)c1ccccc1)NCCNC(=O)COC(=O)CNC(=O)c1ccccc1
 : 3%, nt, -2%
- O=C(COC(=O)c1ccc([N+](=O)[O-])o1)NCc1ccc2c(c1)OCO2
 : -12%, nt, 18µM*
- CNC(=O)NC(=O)C(OC(=O)c1cccc(S(=O)(=O)N2CCCCC2)c1)c1ccccc1 (stereo not given)
 : -4%, 2%, -12%
- O=C(CSc1nc2ccccc2c(=O)n1C1CC1)NCc1ccccc1
 : 3%, 12%, -17%
- CC1CCC(NC(=O)c2cc3c(Cl)nc4ccccc4c3s2)CC1 (stereo not given)
 : 5%, nt, 1%
- COc1ccc(NS(=O)(=O)c2cc(C)ccc2C)cc1
 : -3%, -4%, -5%
- CCC(=O)Nc1ccc(NC(=O)c2c(C)nc3ccccn23)cc1
 : 6%, 4%, ?
- COn1c2c(c3c4no[n+]([O-])c4ccc31)CCCC2
 : 6%, 8%, 10%
- COc1ccc(C2NC(=O)NC(O)(C(F)(F)F)C2C(=O)c2ccccc2)cc1OC (stereo not given)
 : 4%, 1%, 5%
- O=C(CNc1ccccc1Cl)Nc1cc(S(=O)(=O)N2CCOCC2)ccc1Cl
 : 3%, nt, -23%
- C#CCN1C(=O)C(O)(CC(=O)c2ccc(OC)c(OC)c2)c2ccccc21 (stereo not given)
 : 4%, 6%, 4%
- COc1ccc(-n2nc3c(c2NC(=O)C2CC2)CS(=O)C3)cc1 (stereo not given)
 : 6%, -2%, -1%
- Cc1ccccc1CSCCNC(=O)CN(c1ccc2c(c1)OCO2)S(C)(=O)=O
 : 4%, -17%, -12%

# Next records:
# Every second line gives: TDP1 inh, N370S GC, FEN1 inhibitor
- Cc1nn(-c2ccccc2)cc1/C=N/NC(=O)c1cccs1
 : nt, 4%, -9%
- [O-][n+]1onc2c3ccnnc3ccc21
 : 3%, 4%, 0%
- CCOC(=O)C1(Cc2ccc(OC)cc2)CCN(C(=O)C2=CCCC2)CC1
 : -1%, -6%, 10%
- Cc1c(C(=O)Nc2ccccc2)cn2c(nc3ccccc32)c1C#N
 : 7%, -17%, -7%
- CCSc1nnc(NC(=O)NC(CC)(C(F)(F)F)C(F)(F)F)s1
 : -1%, 2%, -18%
- COc1cccc(-n2c(N)c(-c3nc4ccccc4[nH]3)sc2=S)c1
 : 10%, -25%, -5%
- Cc1cc(Br)c2c(c1)C1(OCCO1)C(=O)N2
 : nt, 1%, 15%
- CCN1CCN(C(=O)c2ccc3c(Cl)c4c(nc3c2)CCCC4)CC1
 : 3%, 1%, -7%
- CCOC(=O)c1cccc(NC(=O)Cn2c(=O)nc(-c3ccccc3F)c3cc(Cl)ccc32)c1
 : 6%, nt, 1%
- COc1ccc(N(CC(=O)Nc2cccnc2)S(=O)(=O)c2ccc(C)cc2)cc1Cl
 : -11%, -30%, -13%
- O=S(=O)(NCCc1nnc2ccc(SCc3ccc(C(F)(F)F)cc3)nn12)c1ccccc1
 : 0%, nt, -20%
- O=P(O)(CCc1ccncc1)CN1CCCCC1
 : 0%, 5%, -2%
- COC(=O)C(Cc1ccccc1)NC(=O)CSc1nc(N)cc(=O)[nH]1 (stereo not given)
 : 3%, 5%, -2%
- Cc1cc(C)nc(N2CCC(C(=O)O)CC2)n1
 : 0%, -12%, -5%
- COc1ccc(S(=O)(=O)NCC(=O)N(CC(=O)NCc2ccco2)Cc2ccccc2)cc1
 : 13%, -1%, -9%
- O=C(COc1ccccc1)c1cn(CC(=O)N2CCOCC2)c2ccccc12
 : 9%, 3%, -3%
- Cc1nnc(N2CCC(C(=O)NCc3cccc(Cl)c3)CC2)c2nn(-c3ccccc3)c(C)c12
 : -4%, nt, -23%
- CCCCC(C(=O)N/N=C/c1ccccn1)C(=O)N/N=C/c1ccccn1
 : 2%, 5%, 9%
- S=c1[nH]nc(-c2ccc(Cl)cc2)n1Cc1ccccc1
 : -8%, 11%, 8%
- COc1cc(N2C(=O)CSC23C(=O)N(C)c2ccccc23)cc(OC)c1OC (stereo not given)
 : 6%, nt, 3%
- COc1cc(NC(=S)N2CCN(S(=O)(=O)c3ccc(F)cc3)CC2)cc(OC)c1
 : 2%[56.1 µM], -24%, -4%
- Cc1cc(C(=O)NNc2ccc(C(C)C)cc2)n(C(C)(C)C)n1
 : 5%, -2%, -10%
- O=C(CN1C(=O)NC2(CCc3ccccc32)C1=O)Nc1c(Cl)cccc1Cl (stereo not given)
 : -1%, nt, -7%
- CCSc1nc(N)c2c(C)c(C)sc2n1
 : -10%, 14%, -2%
- CC(C)(C)Nc1nc(NC(C)(C)C)nc(-n2ccnc2)n1
 : 6%, 2%, 9%
- Cc1cccc(OCCCC(=O)Nc2ccc(N(C)C)cc2)c1
 : -1%, 10%, 4%
- CN(C)c1ccc(NC(=S)N2CCN(c3ncc(C(F)(F)F)cc3Cl)CC2)cc1
 : 5%, 1%, -5%
- NC(=O)COC(=O)CCSc1ccc(Cl)cc1
 : 8%, 0%, 6%
- Cc1nn(-c2ccccc2)c(C)c1C(=O)OC(C)C(=O)NC1CCCCC1 (stereo not given)
 : 0%, nt, -3%
- Cc1ccc(-n2ncc3c(=O)n(Cc4ccccn4)cnc32)cc1C
 : 2%, 17%, 1%

# Not a retest: entries from further up.
# Every second line gives: TDP1 inh, N370S GC, FEN1 inhibitor
- Cc1cccc(OCCCC(=O)Nc2ccc(N(C)C)cc2)c1
 : -1%, 10%, 4%
- CN(C)c1ccc(NC(=S)N2CCN(c3ncc(C(F)(F)F)cc3Cl)CC2)cc1
 : 5%, 1%, -5%
- NC(=O)COC(=O)CCSc1ccc(Cl)cc1
 : 8%, 0%, 6%
- Cc1nn(-c2ccccc2)c(C)c1C(=O)OC(C)C(=O)NC1CCCCC1 (stereo not given)
 : 0%, nt, -3%
- Cc1ccc(-n2ncc3c(=O)n(Cc4ccccn4)cnc32)cc1C
 : 2%, 17%, 1%

# 4 compounds from above, sorted by length of the SMILES, descending.
# Every second line gives: TDP1 inh, N370S GC, FEN1 inhibitor
- O=C(CN1C(=O)NC2(CCc3ccccc32)C1=O)Nc1c(Cl)cccc1Cl (stereo not given)
 : -1%, nt, -7%
- Cc1nn(-c2ccccc2)c(C)c1C(=O)OC(C)C(=O)NC1CCCCC1 (stereo not given)
 : 0%, nt, -3%
- O=C(COc1ccccc1)c1cn(CC(=O)N2CCOCC2)c2ccccc12
 : 9%, 3%, -3%
- Cc1ccc(-n2ncc3c(=O)n(Cc4ccccn4)cnc32)cc1C
 : 2%, 17%, 1%

# New compounds follow
# Every second line gives: TDP1 inh, N370S GC, FEN1 inhibitor
- COC(=O)C1C(=O)C2=C(CC1C)NC(=O)CC2c1ccc(O)c(OC)c1 (stereo not given)
 : 0%, -2%, 1%
- Cn1c(Cn2c(=O)sc3ccccc32)nnc1SCC(=O)NCc1ccccc1
 : 3%, 15%, 1%
- COC(=O)C1=C(N)Oc2cc(C)n(Cc3cccnc3)c(=O)c2C1c1ccccc1OC (stereo not given)
 : -4%, 0%, 2%
- O=C(CCc1c[nH]c2ccccc12)N[C@@H](Cc1c[nH]c2ccc(O)cc12)C(=O)O
 : nt, 3%, -15%

# Screening data (PubChem BioAssay)
